PLC-beta3 inh – human PLC-beta3 inhibitors, primary screen, biochemical, fluorescence. Purified PLC-beta3, fluorogenic substrate. inhibition, % at 12.2 µM. hit rate 0.18% among 370,000. AID 720704, 2013; in the data active means inhibition above about 11%;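 further: 0% = median of compound wells on plate and 100% = full blocker control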
SMARCA2 activ – SMARCA2 (BRM) function activators, primary screen, cell-based, luminescence, high throughput | MG213 cells, MMTV-luciferase reporter, dexamethasone, overnight | activation, % at 9.1 µM | hit rate 1% among 370,000 | AID 652017, 2013; in the data active means activation above about 7.8%;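 further: 0% = vehicle wells and 100% = reference activator wells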
hgDAF12 agonist – H. glycines DAF-12 receptor agonists, primary screen, cell-based, luminescence, HEK293, GAL4 fusion, UAS-luciferase; Nuclear hormone receptor DAF-12 (Heterodera glycines), GAL4 fusion; HEK293 GAL4-hgDAF12 UAS-luciferase reporter, agonist luminescence; normalized to butyrate control; activation, % at 6.8 µM; hit rate 1.8% among 370,000; AID 687014, 2013;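 active means activation above a cutoff set at the mean of all screened compounds plus 3 SD, cut at about 10% in these data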;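 further: 0% = DMSO wells and 100% = sodium butyrate wells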
FXN GAA850 act – FXN promoter activators, primary screen, cell-based, luciferase luminescence, HEK293 lucGAA850. activation, % at 6 µM. hit rate 0.56% among 360,000. AID 540364, 2011. HEK293 lucGAA850 FXN promoter luciferase reporter, 24 h; percent of 10 µM SAHA response;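 active means activation above the average of all compounds screened plus 3 SD, cutoff fixed separately per campaign, cut at about 7.5% in these data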;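 further: 0% = DMSO wells and 100% = 10 µM SAHA wells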
DAX1 inh-1 – DAX1 (NR0B1) inhibitors, primary screen, cell-based, HEK293, Gal4-DAX1, luciferase luminescence; Nuclear receptor subfamily 0 group B member 1 (Homo sapiens), P51843; HEK293 Gal4-DAX1 luciferase reporter; inhibition, % at 6.75 µM; hit rate 0.99% among 340,000; AID 504766, 2011;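 active means inhibition above the mean over all tested compounds plus 3 SD, cut at about 4.2% in these data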;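 further: 0% = DAX1-transfected cells with DMSO and 100% = empty-vector control cells with DMSO; inhibition shows as a rise in luminescence from relieved DAX1 repression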
hcDAF12 agonist – H. contortus DAF-12 nuclear receptor activators, primary screen, cell-based, luminescence, HEK293, lit1-tk-luc reporter. HEK293 hcDAF-12 lit1-tk-luc reporter; 0% DMSO, 100% Δ7-dafachronic acid. activation, % at 6.8 µM. hit rate 1.4% among 370,000;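 active means activation above the mean of all tested compounds plus 3 SD, cut at about 5.5% in these data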;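 further: 100% = response to 3 µM Δ7-dafachronic acid high control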
ssDAF12 agonist – S. stercoralis DAF-12 nuclear receptor activators, primary screen, cell-based, luminescence, HEK293, GRIP1 co-expression, lit1-tk-luc. AID 652126, 2013. Nuclear hormone receptor DAF-12 (Strongyloides stercoralis). hit rate 1% among 370,000. activation, % at 6.8 µM. HEK293 ssDAF-12/GRIP1 lit1-tk-luc reporter; % of 3 µM dafachronic acid response;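 active means activation above the mean over all tested compounds plus 3 SD, cut at about 0.9% in these data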;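 further: 0% = DMSO-only wells and 100% = 3 µM delta7-dafachronic acid wells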
HGIII-sPLA2 inh – human group III sPLA2 inhibitors, primary screen, biochemical, QFRET, BODIPY PC-A2 liposome substrate. hit rate 0.56% among 370,000. inhibition, % at 12.2 µM. QFRET BODIPY PC-A2 liposome hydrolysis, fluorescence. AID 743126, 2013. Group 3 secretory phospholipase A2 (Homo sapiens), Q9NZ20;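 active means inhibition above mean plus 3 SD of compounds lying within the high and low control bounds, cut at about 19% in these data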;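 further: 0% = median of test compound wells and 100% = no enzyme DMSO wells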
Target sequence (Q9NZ20 whole entry, looked up): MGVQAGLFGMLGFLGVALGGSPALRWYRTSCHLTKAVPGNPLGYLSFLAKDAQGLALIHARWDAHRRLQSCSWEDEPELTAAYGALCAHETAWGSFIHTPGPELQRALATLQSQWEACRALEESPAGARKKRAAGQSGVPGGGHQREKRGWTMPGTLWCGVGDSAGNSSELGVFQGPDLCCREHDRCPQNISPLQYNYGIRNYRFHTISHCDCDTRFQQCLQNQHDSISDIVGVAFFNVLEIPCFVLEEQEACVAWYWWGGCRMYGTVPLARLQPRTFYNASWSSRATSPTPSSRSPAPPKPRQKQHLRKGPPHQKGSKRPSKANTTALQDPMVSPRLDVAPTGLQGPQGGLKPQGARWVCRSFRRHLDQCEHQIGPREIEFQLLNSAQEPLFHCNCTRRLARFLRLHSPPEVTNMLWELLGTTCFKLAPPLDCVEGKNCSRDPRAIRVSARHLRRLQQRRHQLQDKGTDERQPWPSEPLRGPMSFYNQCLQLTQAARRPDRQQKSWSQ
Rev-erbA mod – modulators of Rev-erb alpha DNA binding, primary screen, biochemical, FITC-DNA, fluorescence polarization, uHTS | Rev-erbα–FITC-DNA binding, 90 min | hit rate 0.79% among 370,000 | AID 1259318, 2017 | Nuclear receptor subfamily 1 group D member 1 (Homo sapiens), P20393 | activity, % at 10 µM;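 active means activity above about 14%, limit read from the data; passing the limit was not always enough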;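 further: 0% = DMSO wells with 35 nM protein and 100% = DMSO wells with 750 nM protein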
Target sequence (P20393 whole entry, looked up): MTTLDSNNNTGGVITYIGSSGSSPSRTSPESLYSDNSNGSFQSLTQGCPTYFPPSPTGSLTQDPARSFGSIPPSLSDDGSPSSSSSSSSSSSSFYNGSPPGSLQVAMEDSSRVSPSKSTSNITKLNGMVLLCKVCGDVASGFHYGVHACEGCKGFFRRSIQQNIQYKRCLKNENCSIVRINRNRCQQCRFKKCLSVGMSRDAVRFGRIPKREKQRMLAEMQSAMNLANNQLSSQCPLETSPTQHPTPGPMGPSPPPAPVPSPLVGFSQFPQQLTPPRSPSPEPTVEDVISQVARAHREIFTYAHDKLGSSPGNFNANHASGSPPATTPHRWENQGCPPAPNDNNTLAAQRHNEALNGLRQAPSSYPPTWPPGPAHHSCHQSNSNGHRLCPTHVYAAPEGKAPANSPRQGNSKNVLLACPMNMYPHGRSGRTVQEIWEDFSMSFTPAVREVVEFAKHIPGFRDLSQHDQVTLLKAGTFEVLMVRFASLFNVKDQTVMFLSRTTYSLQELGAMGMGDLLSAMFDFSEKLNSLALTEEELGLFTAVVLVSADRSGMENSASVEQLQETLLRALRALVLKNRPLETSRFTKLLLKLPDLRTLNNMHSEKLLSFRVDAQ
PG9 Ab binder – binders of HIV-1 gp120 antibody PG9, primary screen, biochemical, TR-FRET | HIV-1 gp120 / PG9 antibody interaction | TR-FRET gp120-PG9 antibody binding | hit rate 0.43% among 360,000 | inhibition, % at 6.7 µM; in the data active means inhibition above about 8.5%
DAX1 inh-2 – DAX1 (NR0B1) inhibitors on StAR promoter, primary screen, cell-based, luminescence, SF-1 (NR5A1), full-length DAX-1; hit rate 1.1% among 370,000; AID 652010, 2013; HEK293T StAR-luciferase reporter, SF-1/DAX-1 repression relief; inhibition, % at 6.8 µM;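 active means inhibition above the mean over all tested compounds plus 3 SD, cut at about 3.6% in these data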;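 further: 0% = DAX-1 cells with DMSO and 100% = cells lacking DAX-1 with DMSO; higher inhibition means more luminescence from relief of DAX-1 repression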
An asterisk follows results filed as active; x = not tested or not shown; & = joins results of further samples.

SMILES	PLC-beta3 inh	SMARCA2 activ	hgDAF12 agonist	FXN GAA850 act	DAX1 inh-1	hcDAF12 agonist	ssDAF12 agonist	HGIII-sPLA2 inh	Rev-erbA mod	PG9 Ab binder	DAX1 inh-2
O=C1NC[C@@H](CCCCN2C[C@H](Cc3ccc(O)cc3)N(CC3CCCCC3)C(=O)C2=O)N(CCC2CCCCC2)C1=O	-1	3	-0.7	x	x	-0.9	0.5	-22	-10	-0.7	2.2
CCCCN1C(=O)C(CC(=O)NCCCN(C)C)CC(C(=O)N(C)C)=C1C (configuration not stated)	-4	-4	2.2	-1.9	0.9	-0.1	-0.3	-2	-4	-0.7	0.3
COC(=O)c1ccc(CN2CCN(CC(C)C)C(CCO)C2)cc1 (configuration not stated)	-7	1	0.6	0.7	2.1	-0.2	-1.6	2	-4	1.1	0.6
C[C@H]1O[C@H](C2CCCC2)CC2=C1C(=O)OC(C)(C)O2	5	-4	-2.2	x	x	-1.0	-1.5	7	-3	0.9	-0.7
CCOC(=O)N1CCN(C(=O)CNC(=O)Cc2ccc(Cl)cc2)CC1	5	0	0.1	-1.6	-0.5	-1.1	-1.0	-4	-3	0.3	0.5
Cc1ccc(C(=O)COc2nc(C)cc(C)c2C#N)cc1	-2	-3	2.2	-1.0	0.6	3.0	-0.9	5	6	1.0	-0.9
COc1cccc(C2CC(c3ccccc3Cl)n3nnnc3N2)c1 (configuration not stated)	0	-2	3.2	-2.0	-1.3	-1.7	-1.7	-3	2	0.2	-0.9
Cn1c(NC(=O)c2cccnc2)nc2ccccc21	-9	4	9.0	2.8	1.2	2.3	-0.5	3	4	-0.9	0.1
CCOC(=O)C1=C(C(=O)OCC)C2N(Cc3ccc(C(F)(F)F)cc3)c3ccccc3[C@@]23C[C@@H](C(=O)OC)N(S(=O)(=O)c2cccs2)C3=N1 (some centres not stated)	-18	-5	0.4	x	x	-0.6	-0.2	-2	6	-1.4	-1.1
CCOC(=O)C1=C(C)N=c2s/c(=C\c3cccc(OCC(=O)O)c3)c(=O)n2C1c1ccccc1OC (configuration not stated)	3	0	-1.5	-0.5	-1.1	-0.4	-1.2	-1	-2	2.1	0.2
CC(=O)Nc1cccc(NC(=O)c2ccc3c(c2)CCN3S(=O)(=O)c2ccccc2)c1	-4	-1	-0.1	2.1	-0.6	-1.6	-1.7	-7	4	3.1	-1.6
COc1ccc(OCCCC(=O)Nc2ccc(S(=O)(=O)N3CCOCC3)cc2)cc1	-3	-2	-5.3	-0.8	-0.8	1.6	-1.8	-11	-3	-0.1	-2.8
Cc1ccc(NC(=O)CSc2nnc(C)n2-c2ccccc2)cc1	5	1	-0.9	-1.1	1.7	-0.3	-0.7	-5	2	-3.2	-0.4
Cc1ccc(-c2nnc(N3CCN(C(=O)c4cccs4)CC3)c3ccccc23)cc1	-8	1	-2.1	-0.1	1.1	-1.5	-2.0	-5	4	-1.6	0.3
CCOC(=O)c1cccc(NC(=O)C2CCCN(S(=O)(=O)c3c(C)n[nH]c3C)C2)c1 (configuration not stated)	3	0	-0.5	-1.6	-0.8	-1.8	-1.1	-2	2	-1.6	-0.3
COc1ccccc1CN1C(=O)c2ccccc2C1C(=O)NC1CCC(C)CC1 (configuration not stated)	-7	-1	-2.5	-0.8	-0.4	-1.6	-1.6	-6	-4	-1.0	0.1
CC1Cc2ccccc2N1C(=O)CSc1nnc(-c2ccccc2)c(-c2ccccc2)n1 (configuration not stated)	3	-2	-2.7	-2.3	-0.1	0.7	0.0	9	-5	0.5	0.1
O=C(CSc1ncn[nH]1)Nc1nsc(-c2ccccc2)n1	-3	-1	5.8	1.6	-0.1	3.3	-0.1	-11	0	0.2	0.0
CC(C)c1nnc(NC(=O)c2ccc(N3C(=O)CCC3=O)cc2)s1	1	0	-0.1	0.3	1.4	0.7	-0.9	-1	3	-0.7	-0.7
COc1ccc(C2(C(=O)N3CCOCC3)CCOCC2)cc1OC	2	0	-1.2	-1.7	0.6	0.0	-1.6	2	-7	2.3	0.0
CCCS(=O)(=O)NC(=O)C1(C)CCN(C(=O)Cc2cccc(OC)c2)C1 (configuration not stated)	0	0	1.6	0.3	x	1.4	-0.7	3	-2	-0.3	0.0
CCCN1CCN(c2nc(-c3cccs3)nc3ccccc23)CC1	-16	-2	2.8	1.4	1.3	-2.4	-0.3	6	8	0.8	2.2
COc1ccc(C(=O)/C=C/c2ccsc2)cc1CSCC(=O)O	-7	1	-2.2	1.6	-0.2	-0.5	-1.6	2	3	-1.8	-0.4
CC(C)(C)c1ccc(C(=O)NCCCNC(=O)c2ccccn2)cc1	-10	-1	4.2	-0.3	-0.7	3.1	-1.3	8	-4	-2.4	0.0
COc1cc(C(=O)NCCC2=CCCCC2)cc(OC)c1OC	2	-3	-1.6	-1.2	0.6	-2.0	-2.0	-5	-3	-0.1	0.1
SMILES	PLC-beta3 inh	SMARCA2 activ	hgDAF12 agonist	FXN GAA850 act	DAX1 inh-1	hcDAF12 agonist	ssDAF12 agonist	HGIII-sPLA2 inh	Rev-erbA mod	PG9 Ab binder	DAX1 inh-2
C[C@H](CO)N1C[C@H](C)[C@H](CN(C)C(=O)c2ccc3ccn(C)c3c2)OCc2cnnn2CCCC1=O	0	-5	-1.4	-0.8	0.7	-0.4	-1.0	3	-4	0.8	0.1
CCOC(=O)NC(Nc1nnc(C)s1)(C(=O)OCC)C(F)(F)F (configuration not stated)	4	-1	-2.0	-1.4	0.8	-0.7	-0.7	3	6	-2.1	-0.2
COc1cc(S(=O)(=O)Nc2ccc(C(=O)NCC(=O)O)cc2)ccc1NC(C)=O	-4	-2	2.2	0.4	1.4	0.4	-1.9	3	-2	-1.0	-0.7
CCN(CC)Cc1cc(O)c(CN(CC)CC)cc1O	-33	5	-2.9	3.1	0.0	-1.3	-0.6	-4	-1	-2.2	0.3
COCCNC(=O)c1cn(Cc2c(F)cccc2Cl)nn1	0	0	2.1	1.7	1.2	-0.5	-0.7	1	0	0.3	0.8
COc1cc(Nc2ccccn2)cc(C(=O)Nc2cccc(C(F)(F)F)c2)c1	-55&-29	-6&0	0.5&-0.3	-0.3&-1.0	-0.9&0.6	-2.7&-1.6	-1.6&-0.8	-17&-25	5&-4	-2.2&1.2	-2.3&-0.6
Cc1cnc(CNC(=O)c2ccc3oc(Cc4ccc(Cl)cc4)nc3c2)cn1	-7	0	-0.7	0.8	-0.2	1.4	-1.2	-4	2	-2.1	-1.2
C=CCn1ccc2c([N+](=O)[O-])cccc2c1=O	-6	-3	-0.5	4.4	-0.3	-0.2	-1.4	0	-3	1.0	0.2
CC(CCc1ccccc1)NC(=O)c1cncc(Br)c1 (configuration not stated)	0	1	-0.1	-2.5	-0.5	-1.9	-1.0	7	-10	-0.6	-0.3
OC(CNCc1ccccc1)COCc1ccc(Cl)cc1 (configuration not stated)	3	1	4.2	2.9	4.1	-1.5	-0.4	-1	2	-0.9	0.3
CN(C)CCCNC(=O)c1cc(C(=O)Cc2ccc(Cl)cc2)c[nH]1	-5	-1	2.4	0.5	2.8	-2.1	-1.1	3	0	-1.4	0.2
CCn1c(SCC(=O)Nc2nc(C)cs2)nnc1-c1cccnc1	5	0	1.1	-0.5	0.2	0.8	-1.4	3	-2	0.8	-0.3
COc1ccc(-c2cc(C(F)(F)F)nc(SCCC(=O)N3CCCC3)n2)cc1	-6	-1	1.2	0.8	0.9	-2.2	-1.4	-3	9	-1.2	1.2
Cc1c(CCOC(=O)CC23CC4CC(CC(C)(C4)C2)C3)sc[n+]1Cc1ccc([N+](=O)[O-])cc1	-5	-3	2.0	3.9&3.6	1.7&1.4	-1.6	-0.4	14	3	-0.3	0.1
Cc1cccc(OCc2nc(-c3cccnc3)no2)c1	6	-1	3.2	-0.2	-0.8	0.4	-1.1	-8	3	-2.8	-0.8
Cc1ccc(-c2nnc3n2N=C(c2ccccc2Br)CS3)cc1	-2	-5	-3.2	5.7	-0.8	-0.2	-1.2	-9	-3	1.9	-0.8
CCOc1ccc(N(CC(=O)NC2CCCCC2)C(=O)CCCC(=O)Nc2ccccn2)cc1	-1	-1	-2.6	1.2	0.7	-3.5	-1.3	-7	2	-0.5	0.0
Cc1cc(C)n2nc(C(=O)NCCc3ccccc3)nc2n1	0	3	8.6	3.6	-0.2	3.0	-0.2	1	1	-1.0	0.9
C=CCc1cc(C)ccc1OCC(O)CN1CCN(c2ccccc2)CC1 (configuration not stated)	1	0	1.2	0.2	0.3	2.0	-1.8	-1	-1	0.7	0.4
CCC(Cc1ccccc1)NS(=O)(=O)c1c(C)nc2scc(C)n2c1=O (configuration not stated)	-13	-1	1.7	-2.0	1.2	-1.1	-1.0	1	1	-0.2	-0.1
O=C(NCCc1c[nH]c2ccccc12)OC1CC2CC1[C@H]1CCCCN1C2=O (some centres not stated)	-2	-5	-2.3	x	x	0.1	-0.7	-30	1	0.7	-0.8
Cc1csc(NC(=O)C(C)Oc2ccc(Cl)cc2C)n1 (configuration not stated)	0	4	0.5	0.9	-0.6	0.4	-0.6	-4	2	-1.5	-0.9
O=[N+]([O-])c1ccccc1Nc1ccccc1[N+](=O)[O-]	4	-4	-0.3	0.8	0.2	-0.9	-1.3	0	7	-1.1	0.8
CCCSc1nsc(SCCC)c1C(N)=O	0	2	2.4	1.4	0.4	0.4	-1.2	-3	3	1.3	-0.1
Cc1noc(C)c1NC(=O)N(C)C[C@H]1OCCCC[C@@H](C)Oc2ccc(NC(=O)c3ccccc3)cc2C(=O)N([C@H](C)CO)C[C@@H]1C	6	3	0.1	-2.4	0.5	-1.1	-1.0	2	9	1.2	-0.2
Cc1ccccc1N(Cc1cc(=O)[nH]c2ccccc12)C(=O)CCl	-6	-3	-2.2	-10	-3.1	-3.0	-1.3	2	5	-1.5	-2.1
Cc1ccccc1Cn1c(CN2CCN(C(=O)c3ccco3)CC2)nc2c1c(=O)n(C)c(=O)n2C	-5	1	5.1	0.5	0.2	-1.6	-1.7	-5	2	0.7	1.4
O=C(CSc1nc(-c2ccccc2)c(-c2ccccc2)[nH]1)NCCN1C(=O)CSC1=O	-19	-1	1.1	-1.8	0.4	-1.8	-1.1	-34	-1	0.7	-0.2

Compound activity: PubChem, several laboratories
